RPL19A-GFP yeast: yeast TOR pathway RPL19A-GFP modulation | S. cerevisiae RPL19A-GFP strain, flow cytometry, 3 h; stronger effect = lower value | percent response vs DMSO, % at 10 µM | actives 0.3% (n = 330,000);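 active = percent response vs DMSO below 50%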;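 also: median channel GFP fluorescence of the barcoded RPL19A-GFP strain; ratio of sample median GFP to plate DMSO average so 100% = DMSO; lower means less RPL19A-GFP as with rapamycin TOR inhibition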
LAP4-GFP MLPCN: yeast TOR pathway LAP4-GFP modulation; S. cerevisiae LAP4-GFP multiplex, flow cytometry GFP, 3 h; median GFP as percent of DMSO wells; actives 0.34% (n = 320,000); GFP response vs DMSO, % at 10 µM; AID 2023;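 active = GFP response vs DMSO above a set limit, about the screen mean plus 3 SD, cut at about 150% in these data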
EBNA-1 inhibitor: blocks EBNA-1 binding to DNA. EBNA-1 DNA binding, fluorescence polarization. inhibition, % at 14.8 µM. actives 0.34% (n = 300,000). AID 1950; in the data active = inhibition above about 28%
ZTA counter: blocks Epstein-Barr virus ZTA, an EBNA-1 counter-screen; P03206; ZTA-DNA binding, fluorescence polarization; inhibition, % at 11 µM; actives 0.15% (n = 320,000); AID 2234; in the data active = inhibition above about 33%
procasp3 activ: activates human procaspase-3; P42574; recombinant procaspase-3 D3A, Ac-DEVD-pNA absorbance 405 nm; activation, % at 8.5 µM; actives 0.11% (n = 330,000); AID 463141;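 active = activation above the mean of all tested compounds plus 3 SD, cut at about 21% in these data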;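 also: 0% = DMSO alone and 100% = DMSO wells spiked with extra 5 µM PC-3 D3A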
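Assay system – Procaspase-3 D3A mutant, all three cleavage aspartates alanine · Controls – DMSO-only low control, 5 µM PC-3 D3A high control · Schedule – 1 h compound preincubation, 2 h substrate hydrolysis at 25 °C · Signal – 405 nm absorbance of p-nitroaniline, reads at 0 and 120 min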
MEP2-GFP yeast: yeast TOR pathway MEP2-GFP modulation; S. cerevisiae MEP2-GFP strain, flow cytometry GFP, 3 h; 100% = DMSO control level; GFP response vs DMSO, % at 10 µM; actives 0.51% (n = 330,000); AID 2016;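 active = GFP response versus DMSO above a set limit, roughly screen mean plus 3 SD, cut at about 180% in these data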;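 also: median GFP fluorescence of the barcode-gated MEP2-GFP cells per well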
AHR activator: human AHR activation; P35869; AHR-responsive luciferase reporter cells, luminescence; activation, % at 5 µM; actives 2.5% (n = 320,000); AID 2796; in the data active = activation above about 47%;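 also: 0% = vehicle wells and 100% = reference agonist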
proCasp7 act: counter-screen: procaspase-7 (human) activation. activation, % at 8.5 µM. AID 463210. actives 0.093% (n = 330,000). recombinant procaspase-7, Ac-DEVD-pNA absorbance 405 nm; D23A/D198A/D206A triple mutant, cannot self-cleave; scale: DMSO 0, 5 µM enzyme 100;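 active = percent activation above the screen-wide mean plus 3 SD, cut at about 25% in these data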
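Test system: Procaspase-7 triple mutant (PC-7 D3A). Also added: Ac-DEVD-pNA substrate, 400 µM as added. Schedule: 1 h enzyme–compound preincubation and 2 h substrate reaction, both 25 °C. Signal: p-Nitroaniline absorbance at 405 nm, read at 0 and 120 min. Control set: low DMSO alone, high DMSO plus 5 µM PC-7.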
* marks the source's active call; other numbers are inactive results; . = no result given; [ ] = another dose, or the depositor's remark.

Abbreviations: A = RPL19A-GFP yeast; B = LAP4-GFP MLPCN; C = EBNA-1 inhibitor; D = ZTA counter; E = procasp3 activ; F = MEP2-GFP yeast; G = AHR activator; H = proCasp7 act
CCOC(=O)C1=C(C)NC(=O)CC1c1cc(OC)c(OC)cc1Br (stereo unspecified)
  A: 98 | B: 103 | C: -13 | D: -13 | E: -14 | F: 102 | G: 0 | H: 3
O=[N+]([O-])c1ccccc1OCCN1CCOCC1
  A: 99 | B: 106 | C: 0 | D: 2 | E: 0 | F: 99 | G: 0 | H: -4
CC(=O)c1cccc(NC(=O)N2CCCc3ccccc32)c1
  A: 104 | B: 106 | C: 3 | D: -5 | E: 2 | F: 104 | G: 6 | H: 2
Cc1ccc(-c2nc3ccccc3nc2NN)cc1
  A: 97 | B: 106 | C: -1 | D: -4 | E: -3 | F: 93 | G: 8 | H: -2
O=C(COC(=O)CNC(=O)c1ccc(Cl)cc1)Nc1ccc(Cl)cc1C(F)(F)F
  A: 101 | B: 99 | C: -1 | D: -7 | E: 8 | F: 102 | G: -1 | H: 7
COc1ccc(/C=N/NC(=O)Cn2c(Cc3ccc(OC)c(OC)c3)nc3ccccc32)cc1OC
  A: . | B: . | C: -3 | D: 1 | E: 3 | F: . | G: -2 | H: -6
O=C(CCN1C(=O)C2C3C=CC(C3)C2C1=O)N1CCN(c2ccccn2)CC1 (stereo unspecified)
  A: 96 | B: 100 | C: -10 | D: 1 | E: -4 | F: 100 | G: -1 | H: 2
COc1ccc(CC(=O)NNC(=O)CCC(=O)Nc2cc(C)ccc2C)cc1
  A: 101 | B: 104 | C: -2 | D: 11 | E: 6 | F: 106 | G: -2 | H: -9
Cn1c(-c2ccc(Cl)cc2)cnc1N
  A: 102 | B: 103 | C: -6 | D: -6 | E: 5 | F: 102 | G: 1 | H: 2
C=CCN1C(=O)N/C(=C/c2ccccc2OCC(=O)Nc2ccc(F)cc2)C1=O
  A: 102 | B: 93 | C: 10 | D: 24 | E: 2 | F: 104 | G: 28 | H: 11
COC(=O)c1cccc(CN2C(=O)SC(Nc3ccc(C)cc3)C2=O)c1 (stereo unspecified)
  A: 97 | B: 124 | C: 7 | D: 7 | E: -1 | F: 102 | G: -1 | H: -10
Cc1ccc(S(=O)(=O)N2CCC(N3CCN(C)CC3)CC2)cc1Cl
  A: 103 | B: 99 | C: -2 | D: 9 | E: 5 | F: 103 | G: -3 | H: 2
Cc1cc(CNC(=O)c2ccc(C)c([N+](=O)[O-])c2)c2ccccc2n1
  A: 108 | B: 99 | C: -8 | D: -11 | E: -4 | F: 101 | G: 4 | H: -4
O=C(O)c1ccc(/C=N/Nc2cccc(C(F)(F)F)c2)cc1
  A: 103 | B: 125 | C: -6 | D: 3 | E: -10 | F: 102 | G: 14 | H: -32
Cc1nc(SCC(=O)NC2CCS(=O)(=O)C2)c2c(C)c(C)sc2n1 (stereo unspecified)
  A: 100 | B: 105 | C: . | D: -5 | E: 2 | F: 101 | G: 0 | H: 0

(cont.)
Abbreviations: A = RPL19A-GFP yeast; B = LAP4-GFP MLPCN; C = EBNA-1 inhibitor; D = ZTA counter; E = procasp3 activ; F = MEP2-GFP yeast; G = AHR activator; H = proCasp7 act
O=c1c2ccccc2nc(/C=C/c2cccc(Br)c2)n1CCCO
  A: 99 | B: 105 | C: 0 | D: 1 | E: -13 | F: 93 | G: 33 | H: 15
CCN1CCCC1CNC(=O)c1cc2c(-c3ccc(Cl)cc3)nn(C)c2s1 (stereo unspecified)
  A: 100 | B: 101 | C: 1 | D: -5 | E: 5 | F: 107 | G: 59* | H: 12
O=C(NC(=S)Nc1ccccc1[N+](=O)[O-])c1ccccc1Cl
  A: 94 | B: 112 | C: 3 | D: 3 | E: 8 | F: 95 | G: 3 | H: -2
COc1ccc(CCNC(=O)c2ccc(Cl)c(S(=O)(=O)N(C)c3ccccc3)c2)cc1
  A: 97 | B: 90 | C: -16 | D: 4 | E: -3 | F: 97 | G: 1 | H: 4
COCCN(C(=O)COC(=O)CCc1ccc(OC)cc1)c1c(N)n(Cc2ccccc2)c(=O)[nH]c1=O
  A: 99 | B: 106 | C: -11 | D: 5 | E: 4 | F: 96 | G: 1 | H: 5
CC1=C(C(=O)N2CCCC(CCC(=O)NCc3ccc(F)c(F)c3)C2)OCCO1 (stereo unspecified)
  A: 106 | B: 88 | C: -1 | D: 10 | E: -9 | F: 98 | G: 3 | H: 4
COc1ccc(CCNC(=O)c2ccccc2NC(=O)c2ccco2)cc1OC
  A: 107 | B: 116 | C: 11 | D: 5 | E: 6 | F: 108 | G: 4 | H: 4
O=C(COC(=O)c1ccccc1O)Nc1ccc(OC(F)F)cc1
  A: 101 | B: 106 | C: 0 | D: 5 | E: 1 | F: 103 | G: 0 | H: 15
Cn1c(-c2ccc(Br)cc2)cnc1NCc1cccnc1
  A: 96 | B: 107 | C: -1 | D: 14 | E: 3 | F: 96 | G: 9 | H: 4
CN1CCN(C(=O)/C(=C/c2cccs2)NC(=O)c2cccs2)CC1
  A: 105 | B: 87 | C: -3 | D: 3 | E: 8 | F: 95 | G: 1 | H: 11
COc1cc(NC(=O)COc2cc3oc(=O)cc(C)c3cc2Cl)cc(OC)c1OC
  A: 100 | B: 97 | C: 11 | D: -5 | E: 3 | F: 98 | G: -1 | H: 5
COc1ccccc1-n1cnc2cc(NS(=O)(=O)c3ccc(Br)cc3)ccc21
  A: 98 | B: 94 | C: 3 | D: 11 | E: 2 | F: 103 | G: 6 | H: -7
CCCCCn1c(CN2CCN(c3cccc(Cl)c3)CC2)nc2c1c(=O)n(C)c(=O)n2C
  A: 99 | B: 91 | C: -7 | D: 6 | E: 6 | F: 98 | G: -1 | H: 13
COc1ccc(CCNc2nc(C)cc(C)n2)cc1OC
  A: 101 | B: 85 | C: -3 | D: -10 | E: -8 | F: 98 | G: 5 | H: -6
CCOC(=O)c1cc(CC)sc1NC(=O)c1ccc(N2C(=O)CCC2=O)cc1
  A: 101 | B: 104 | C: -1 | D: -2 | E: -1 | F: 100 | G: 1 | H: 2

Next section.
Abbreviations: A = RPL19A-GFP yeast; B = LAP4-GFP MLPCN; C = EBNA-1 inhibitor; D = ZTA counter; E = procasp3 activ; F = MEP2-GFP yeast; G = AHR activator; H = proCasp7 act
O=[N+]([O-])c1ccc(N(CC(O)CN2CCCCC2)S(=O)(=O)c2ccccc2)cc1 (stereo unspecified)
  A: 64[may fluoresce violet] | B: 88[may fluoresce violet] | C: -9 | D: -9 | E: 10 | F: 521*[may fluoresce violet] | G: -1 | H: 5
O=C(C1=C(O)C(=O)N(CCN2CCOCC2)C1c1cccc(F)c1)c1cc2ccccc2o1 (stereo unspecified)
  A: 107 | B: 103 | C: -20 | D: 1 | E: -4 | F: 112 | G: 8 | H: -20
CCCCNc1c(N)n(CCC)c(=O)[nH]c1=O
  A: 108 | B: 88 | C: 9 | D: 0 | E: -4 | F: 97 | G: 1 | H: 7
NC(=O)Nc1ccc(Nc2ccccc2)cc1
  A: 100 | B: 106 | C: 5 | D: -17 | E: 2 | F: 99 | G: 2 | H: 2
Cc1ccccc1C(=O)c1cccn1CC(=O)N1CCCCCC1
  A: 104 | B: 102 | C: 3 | D: 4 | E: 5 | F: 110 | G: 1 | H: 10
Cn1cc(C(=O)c2ccc(Cl)cc2Cl)cc1C(=O)N/N=C(\N)COc1cccc(C(F)(F)F)c1
  A: 93 | B: 84 | C: -4 | D: 0 | E: -1 | F: 99 | G: 3 | H: 3
COc1ccc(-c2cn(-c3ccc(Br)cc3)c3[n+]2CCS3)cc1
  A: 107 | B: 95 | C: 10 | D: 10 | E: -118 | F: 107 | G: 0 | H: 11
COC(=O)c1ccc(CNC(=O)c2ccc(OC)c(S(=O)(=O)NC3CCCC3)c2)cc1
  A: 97 | B: 99 | C: . | D: 1 | E: -4 | F: 96 | G: 0 | H: -3
COc1cccc(-c2nc(CS(=O)(=O)CC(=O)Nc3cccc(C(C)=O)c3)c(C)o2)c1
  A: 100 | B: 94 | C: -4 | D: 3 | E: -1 | F: 105 | G: 4 | H: -5
Cc1nc2c(c(=O)c3ccccc3n2C)c(=O)n1-c1ccccc1
  A: 95 | B: 110 | C: -4 | D: 5 | E: -4 | F: 97 | G: 15 | H: -1
C#CCN(C(=O)c1cc(COc2cccc(C(F)(F)F)c2)on1)C1CCCCC1
  A: 99 | B: 88 | C: 3 | D: 8 | E: -5 | F: 93 | G: 0 | H: 0
CCc1cc(=O)n2[nH]c(-c3ccccc3)c(-c3ccccc3)c2n1
  A: 105 | B: 85 | C: 19 | D: 1 | E: -2 | F: 105 | G: 2 | H: -5
O=C(/C=C/c1cccs1)NC(=S)Nc1ccccc1
  A: 105 | B: 116 | C: -8 | D: 2 | E: 3 | F: 103 | G: 9 | H: 0
COc1ccc(C2c3ccc4ccccc4c3Oc3ncn(CCCO)c(=N)c32)cc1 (stereo unspecified)
  A: 103 | B: 105 | C: 2 | D: 4 | E: -3 | F: 100 | G: 5 | H: -4
CC(C)N1C(=O)CCC1C(=O)N1CCN(c2ccccn2)CC1 (stereo unspecified)
  A: 99 | B: 101 | C: -4 | D: 1 | E: 0 | F: 99 | G: 4 | H: 5

Reprinted from the part before: 5 entries, then new ones.
Abbreviations: A = RPL19A-GFP yeast; B = LAP4-GFP MLPCN; C = EBNA-1 inhibitor; D = ZTA counter; E = procasp3 activ; F = MEP2-GFP yeast; G = AHR activator; H = proCasp7 act
C#CCN(C(=O)c1cc(COc2cccc(C(F)(F)F)c2)on1)C1CCCCC1
  A: 99 | B: 88 | C: 3 | D: 8 | E: -5 | F: 93 | G: 0 | H: 0
CCc1cc(=O)n2[nH]c(-c3ccccc3)c(-c3ccccc3)c2n1
  A: 105 | B: 85 | C: 19 | D: 1 | E: -2 | F: 105 | G: 2 | H: -5
O=C(/C=C/c1cccs1)NC(=S)Nc1ccccc1
  A: 105 | B: 116 | C: -8 | D: 2 | E: 3 | F: 103 | G: 9 | H: 0
COc1ccc(C2c3ccc4ccccc4c3Oc3ncn(CCCO)c(=N)c32)cc1 (stereo unspecified)
  A: 103 | B: 105 | C: 2 | D: 4 | E: -3 | F: 100 | G: 5 | H: -4
CC(C)N1C(=O)CCC1C(=O)N1CCN(c2ccccn2)CC1 (stereo unspecified)
  A: 99 | B: 101 | C: -4 | D: 1 | E: 0 | F: 99 | G: 4 | H: 5
O=C(C/C=N\OCc1c(Cl)cccc1Cl)Oc1ccc(Cl)cc1Cl
  A: 94 | B: 90 | C: -3 | D: 4 | E: 10 | F: 96 | G: 1 | H: -3
CC(=O)Oc1ccc(N2C(=O)C3C(C2=O)C(C(=O)c2ccc(Cl)cc2)N2CCCC32)cc1 (stereo unspecified)
  A: 102 | B: 130 | C: 12 | D: -7 | E: 4 | F: 105 | G: -2 | H: 1
Cc1cc(C)c(C#N)c(SCc2nnc(-c3ccccc3[N+](=O)[O-])o2)n1
  A: 88 | B: 98 | C: 9 | D: 15 | E: 7 | F: 95 | G: 5 | H: -6
CCOC(=O)CCC(NC(=O)c1cncc(O)c1)C(=O)OCC (stereo unspecified)
  A: 101 | B: 110 | C: 19 | D: 2 | E: -4 | F: 110 | G: 1 | H: 1
Cc1ccccc1-n1c(=O)n(Cc2ccc(C(=O)O)cc2)c(=O)c2[nH]cnc21
  A: 109 | B: 93 | C: 5 | D: 0 | E: 9 | F: 107 | G: 1 | H: -3
COc1ccccc1OCCn1cc(C#N)c2ccccc21
  A: 84 | B: 90 | C: 2 | D: -11 | E: -5 | F: 92 | G: 14 | H: 4
COc1ccc(-c2noc(N3CCC(C(=O)NC(C)c4ccccc4)CC3)n2)cc1 (stereo unspecified)
  A: 104 | B: 94 | C: 2 | D: 15 | E: 1 | F: 101 | G: 0 | H: 3
CCc1c(C)c2ccc(OCC(=O)N(C)C)c(C)c2oc1=O
  A: 108 | B: 108 | C: 10 | D: 11 | E: 4 | F: 95 | G: -2 | H: 12

Bioassay records (PubChem BioAssay)
